NadD inh: inhibitors of Staphylococcus aureus NadD; purified NadD enzyme, colorimetric absorbance read-out; inhibition, % at 20 µM; hit rate 0.78% among 360,000; in the data active = inhibition above about 26%; also: some compounds past the cut are filed as inactive
DNMT1 block: DNMT1 (human) enzyme inhibition. P26358. inhibition (reported as % activation of signal), % at 10 µM. DNMT1 molecular beacon, Hinp1I cleavage, fluorescence. hit rate 0.83% among 360,000. AID 588458; in the data active = inhibition above about 50%
CSN inh: blocks human CSN-mediated cullin deneddylation. Q92905. Purified CSN, SCF-Nedd8-OG deneddylation, fluorescence polarization. inhibition, % at 12.5 µM. hit rate 0.38% among 360,000;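 active = pattern-corrected inhibition above about 35%, with an unprinted fluorescence ratio check between 0.5 and 1.5, limit read from the data, passing the limit was not always enough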;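 also: 0% = enzyme with substrate and 100% = substrate without enzyme; some results filed as inactive read as strong as hits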
Target sequence (Q92905 whole entry, looked up, one chain of several): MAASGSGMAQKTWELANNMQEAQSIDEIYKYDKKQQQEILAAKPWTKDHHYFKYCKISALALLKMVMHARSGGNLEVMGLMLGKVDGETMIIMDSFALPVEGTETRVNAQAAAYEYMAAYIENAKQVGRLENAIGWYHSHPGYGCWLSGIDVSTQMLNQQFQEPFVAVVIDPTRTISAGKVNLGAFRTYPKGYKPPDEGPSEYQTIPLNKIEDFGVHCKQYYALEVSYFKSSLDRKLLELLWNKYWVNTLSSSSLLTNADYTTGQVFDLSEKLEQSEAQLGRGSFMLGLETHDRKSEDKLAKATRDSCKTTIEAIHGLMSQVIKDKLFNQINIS
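Material: purified human Csn5 enzyme expressed in HEK293T cells / Medium: Tris buffer pH 7.5, NaCl, DTT, Tween-20, trehalose, ovalbumin / Compound dosing: 12.5 µM single point / Schedule: 90 min incubation of compound, enzyme and substrate at room temperature / Signal: fluorescence polarization of the substrate / Control set: no-enzyme wells high, enzyme-with-substrate wells low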
LMPTP block: LMPTP (human) inhibition; P24666; recombinant LMPTP-A, OMFP fluorogenic substrate, fluorescence intensity; inhibition, % at 20 µM; hit rate 0.22% among 360,000; AID 651560;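 active = compounds that cut the enzyme signal by at least half of the control window in the single-dose screen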;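 also: plate controls were DMSO wells with enzyme plus substrate for no effect and substrate without enzyme for full effect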
Target sequence (P24666 whole entry, looked up): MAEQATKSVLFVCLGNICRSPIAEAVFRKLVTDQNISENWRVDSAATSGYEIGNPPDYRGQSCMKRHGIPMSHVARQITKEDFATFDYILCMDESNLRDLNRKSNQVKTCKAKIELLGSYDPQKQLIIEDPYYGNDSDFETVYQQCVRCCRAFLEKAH
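Test system – LMPTP-A enzyme · Amount – LMPTP-A at 0.625 nM final in the reaction · Buffer or medium – Bis-Tris pH 6.0, DTT, detergent · Reagent – OMFP 400 µM · Doses – single 20 µM dose · Schedule – reaction 50 min, room temperature, dark · Detection – fluorescence intensity of OMFP turnover product · Evaluation – percent inhibition versus substrate-only and uninhibited controls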
Scp-1 inhibitor: inhibitors of human Scp-1 phosphatase; Recombinant Scp1, phosphopeptide, malachite green phosphate absorbance; Q9GZU7; hit rate 0.88% among 340,000; inhibition, % at 20 µM;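 active = inhibition above about 50% at 20 µM, limit read from the data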;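 also: plate controls were DMSO wells with enzyme for no effect and wells lacking enzyme for full effect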
Target sequence (Q9GZU7 76-261 limits assumed): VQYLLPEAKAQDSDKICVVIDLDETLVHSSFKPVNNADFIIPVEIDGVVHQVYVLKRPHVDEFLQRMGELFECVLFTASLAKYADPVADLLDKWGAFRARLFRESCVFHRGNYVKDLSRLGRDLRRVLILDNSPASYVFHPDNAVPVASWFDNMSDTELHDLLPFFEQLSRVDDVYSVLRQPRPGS
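Material – SCP-1 phosphatase catalytic domain, residues 76-261 · Buffer or medium – Acidic Tris acetate buffer with magnesium and detergent · Also added – Phospho 17-mer peptide substrate · Compound – single 20 µM dose, 1% DMSO · Times – 45 min room-temperature reaction, 5 min colour, 30 min stabiliser · Technique – Phosphate-binding colour reagent, absorbance read at 630 nm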
SUMO1 PPI mod: SUMO1-SIM interaction modulation | P63165 | hit rate 0.33% among 360,000 | AID 602429 | SUMO1 binding to a labelled peptide, TR-FRET, 1 h | inhibition, % at 20 µM; in the data active = inhibition above about 37%
Rpn11 inh: blocks the human proteasome subunit Rpn11; O00487; human 26S proteasome, Ub4-pepOG fluorescence polarization; 20S core pre-blocked with epoxomicin; calls only at 20 µM; hit rate 0.59% among 360,000; AID 588493;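 active = inhibition at 20 µM, scaled to each plate's controls, above about 33%, limit read from the data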
Target sequence (O00487 whole entry, looked up): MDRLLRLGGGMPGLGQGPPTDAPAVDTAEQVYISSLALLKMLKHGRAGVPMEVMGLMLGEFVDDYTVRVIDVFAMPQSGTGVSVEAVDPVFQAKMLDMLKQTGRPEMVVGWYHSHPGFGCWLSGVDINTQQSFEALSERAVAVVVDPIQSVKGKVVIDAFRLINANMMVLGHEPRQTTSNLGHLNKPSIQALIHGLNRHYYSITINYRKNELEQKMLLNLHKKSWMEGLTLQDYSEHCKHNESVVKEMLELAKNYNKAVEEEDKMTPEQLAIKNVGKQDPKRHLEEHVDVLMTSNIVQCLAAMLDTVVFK
TbMetRS inhib: Trypanosoma brucei MetRS inhibition; inhibition, % at 11.9 µM; hit rate 0.4% among 360,000; purified T. brucei MetRS, ATP depletion, Kinase-Glo luminescence;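 active = inhibition above a per-plate cutoff of the control wells' mean inhibition plus 3 SD, cut at about 5.5% in these data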;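 also: 0% = DMSO wells median and 100% = median of wells with control inhibitor compound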
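Material – parasite MetRS enzyme · Medium – HEPES-MgCl2-KCl buffer plus DTT, spermine, BSA, pyrophosphatase · Reagent – ATP, methionine and E. coli bulk tRNA substrates · Times – 15 min enzyme-compound preincubation, 2 h reaction, 10 min detection, 25 °C · Measured by – luminescence of leftover ATP · Evaluation – percent inhibition relative to median high and low control wells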
MsrA inh: inhibits bovine methionine sulfoxide reductase A; inhibition, % at 15.5 µM; AID 651718; purified bovine MsrA, absorbance read-out; hit rate 0.75% among 360,000; in the data active = inhibition above about 4.5%;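 also: 0% = vehicle wells with enzyme and 100% = reference inhibitor wells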
STEP inh: STEP (human) phosphatase inhibition | P54829 | recombinant STEP, OMFP fluorogenic substrate, fluorescence | inhibition, % at 20 µM | hit rate 0.25% among 360,000 | AID 588621;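 active = inhibition at 20 µM, scaled per plate between control wells, above about 37%, limit read from the data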;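 also: 0% = DMSO with enzyme and substrate and 100% = substrate only without enzyme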
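Assay system: isolated STEP enzyme. Buffer or medium: pH 6.0 Bis-Tris with DTT and Tween 20. Also added: fluorogenic phosphatase substrate OMFP at 25 µM final. Dosing: 20 µM, 1% DMSO. Timing: 20 min reaction, room temperature, in the dark. Measured by: fluorescence intensity, excitation 480 nm, emission 540 nm. Evaluation: normalized % inhibition.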
* = called active by the depositor; i = inactive; . = no result given; + = active, no number.

1: COc1ccc(CCNS(=O)(=O)c2c(C)[nH]c(C)c2C(=O)N2CCCCC2)cc1OC
2: Cc1ccccc1NP1(=O)OCCCN1Cc1ccccc1Cl (stereo not drawn)
3: O=C1OCCC1Sc1nnnn1-c1ccccc1 (stereo not drawn)
4: Cc1ccc(C(=O)N/N=C/c2nc3ccccc3n2C)cc1
5: Cc1ccc(NC(=O)c2ccc(COc3ccc4c(c3)CCC4)cc2)c(C)c1
6: CN(C)S(=O)(=O)c1ccc(C(=O)OCc2ccc([N+](=O)[O-])cc2)cc1

compound no.	1	2	3	4	5	6
MsrA inh	0.7	0.9	-0.8	1.6	-0.7	-0.6
Scp-1 inhibitor	1	-13	-10	-3	-4	-15
TbMetRS inhib	0.1	-0.2	-2.5	-0.8	0.2	-0.5
NadD inh	2	-4	-5	-1	11	-7
LMPTP block	-1.1	-1.0	-0.6	1.4	-0.5	1.4
CSN inh	2	-1	6	2	-7	5
SUMO1 PPI mod	-2	-3	0	-13	4	-12
Rpn11 inh	i	i	i	i	i	i
STEP inh	-3	-4	1	2	-6	-2
DNMT1 block	-1	2	1	-2	6	-4

7: CCc1nn(CC(=O)NCCCN2CCN(C)CC2)c(=O)c2cc3sccc3n12
8: C(=N\c1nc2ccccc2n1Cc1ccccc1)/c1cccs1
9: Cc1ccc(C(=O)CN2C(=O)NC3(CCCCCC3)C2=O)c(C)c1
10: O=C(c1ccc(CS(=O)(=O)c2c(Cl)cccc2Cl)o1)N1CCCC1
11: CSc1ccc(C2=CC(=O)C[C@H](c3ccc4c(c3)OCO4)C2)cc1
12: Cc1cc(F)cc(C)c1Cn1cnc2c(cnn2C(C)(C)C)c1=O

compound no.	7	8	9	10	11	12
MsrA inh	-1.3	-0.4	0.1	-0.9	-1.6	-1.2
Scp-1 inhibitor	-4	-8	-8	3	-8	-5
TbMetRS inhib	-0.8	1.0	-0.3	-0.3	-0.4	0.4
NadD inh	-2	2	-3	4	-1	0
LMPTP block	0.4	7.0	0.3	-1.8	4.5	2.0
CSN inh	3	0	5	-3	-4	-3
SUMO1 PPI mod	-5	-2	7	5	-12	1
Rpn11 inh	i	i	i	i	i	i
STEP inh	-2	2	0	-1	2	-1
DNMT1 block	-2	-3	0	-1	14	-2

13: Cc1ccnc(NS(=O)(=O)c2ccc(NC(=O)C3CCCCC3C(=O)O)cc2)n1 (stereo not drawn)
14: CCOc1ccccc1C1CC(c2ccc(Cl)cc2)Nc2nc(N)nn21 (stereo not drawn)
15: Cc1cc(C)cc(NC(=O)c2ccc(NC(=O)C3C4CC5OC(=O)C3C5C4)cc2)c1 (stereo not drawn)
16: O=C(O)c1cccc(Nc2c3ccccc3nc3ccccc23)c1
17: CN(CC(=O)Nc1c(Cl)cccc1Cl)C(=O)c1ccc2ccccc2n1
18: Cc1ccc(CN2C(=O)C(C)Nc3ncnc(N4CCOCC4)c32)cc1 (stereo not drawn)

compound no.	13	14	15	16	17	18
MsrA inh	-0.1	0.7	-1.0	0.9	-0.3	-0.9
Scp-1 inhibitor	1	13	-4	2	-4	-3
TbMetRS inhib	-0.5	0.5	-0.6	0.3	0.1	-0.3
NadD inh	0	9	-9	0	-5	-1
LMPTP block	-1.3	-1.7	-2.0	-0.7	-1.1	-2.0
CSN inh	-5	1	2	-4	2	6
SUMO1 PPI mod	-1	2	2	-19	-1	-5
Rpn11 inh	i	i	i	i	i	i
STEP inh	-2	1	-4	1	-4	-1
DNMT1 block	1	-1	0	10	-3	10

19: Cc1cccc(C)c1NC(=O)C(=O)NCCc1c[nH]c2ccccc12
20: Cc1ccc2nc(SCCC(=O)O)cc(C)c2c1
21: CC1CC(C)CN(S(=O)(=O)c2ccc(C(=O)OCC(=O)NCCN3C(=O)CSC3=O)cc2)C1 (stereo not drawn)
22: OC(c1ccccc1)C(CN1CCOCC1)c1ccccc1 (stereo not drawn)
23: O=C(COC(=O)c1cc(S(=O)(=O)N2CCCCC2)ccc1Cl)NC1CCCCC1
24: Cc1cn(CC(=O)NCC(c2ccccc2)c2ccccc2)c(=O)[nH]c1=O

compound no.	19	20	21	22	23	24
MsrA inh	-0.9	0.3	1.5	-1.3	0.4	-0.6
Scp-1 inhibitor	-15	-13	-4	-4	.	-5
TbMetRS inhib	-0.8	-0.5	0.1	-0.1	-0.4	-1.0
NadD inh	-4	-4	4	-6	1	1
LMPTP block	-1.6	-2.4	0.3	-1.5	0.2	-1.2
CSN inh	5	-3	1	4	-1	-4
SUMO1 PPI mod	0	4	0	-3	3	28
Rpn11 inh	i	i	i	i	i	i
STEP inh	4	1	5	1	-1	-1
DNMT1 block	-6	1	6	1	0	2

25: Cn1c(=O)cc(OCC(=O)N2CCC(N3CCCCC3)CC2)c2ccccc21
26: FC(F)(F)c1cccc(OCCOCCn2cncn2)c1
27: O=C(CSc1ccc(Cl)cc1Cl)N1CCC(c2nc3ccccc3s2)CC1
28: CC(=O)c1cnc2c(-c3ccc(Cl)cc3)cnn2c1C
29: CCN(Cc1ccccc1)C(=O)CSc1n[nH]c(N)n1
30: O=C(CSc1nnnn1CCCO)Nc1ccc2c(c1)OCO2

compound no.	25	26	27	28	29	30
MsrA inh	0.4	-1.2	0.6	0.5	1.6	0.3
Scp-1 inhibitor	-9	5	-2	3	-5	8
TbMetRS inhib	-0.3	-1.1	1.4	-1.2	0.0	0.1
NadD inh	-3	-2	1	-2	-2	-3
LMPTP block	-1.6	-1.0	7.4	-0.3	-1.1	-0.3
CSN inh	4	-9	2	-5	-3	3
SUMO1 PPI mod	-3	2	8	-7	1	5
Rpn11 inh	i	i	i	i	i	i
STEP inh	-3	0	-1	0	-3	0
DNMT1 block	4	8	-9	2	2	0

31: O=c1cc(-c2ccccc2)c2cc(Cl)c(O)c(CN3CCOCC3)c2o1
32: O=S1(=O)N=C(N2CCN(Cc3ccc4c(c3)OCO4)CC2)c2ccccc21
33: COc1ccccc1-c1cc2nc(C)c(CCC(=O)NCc3ccco3)c(C)n2n1
34: O=C(c1ccc(=O)[nH]n1)N1CCN(S(=O)(=O)c2ccc(C(F)(F)F)cc2)CC1
35: CCN(CC)S(=O)(=O)c1ccc(N2CC(C(=O)NCc3cccnc3)CC2=O)cc1 (stereo not drawn)
36: Cc1ccc(S(=O)(=O)Nc2ccc(F)cc2)cc1C(=O)N1CCOCC1

compound no.	31	32	33	34	35	36
MsrA inh	1.2	-0.6	0.2	1.5	0.1	1.8
Scp-1 inhibitor	-1	0	-6	-3	-3	-8
TbMetRS inhib	-0.5	-1.0	0.0	-0.2	-0.4	-0.2
NadD inh	-9	-6	9	-2	-1	-2
LMPTP block	-0.5	-0.2	0.5	0.8	-1.3	-0.1
CSN inh	6	-1	6	-1	5	-1
SUMO1 PPI mod	-33	-1	0	2	-3	2
Rpn11 inh	i	i	i	i	i	i
STEP inh	-1	-2	-2	-1	3	-1
DNMT1 block	2	-1	-3	1	3	0

37: CC(C)(C)NC(=S)NC(=O)C12CCC3CC(CC(C3)C1)C2
38: COC(=O)C1=C(C)C(c2ccc(OC)cc2)NC(=S)N1 (stereo not drawn)
39: CCC(=O)N1CCC1(C)C(=O)Nc1cccc(OC)c1 (stereo not drawn)
40: CCOC(=O)c1c(C)[nH]c(O)c1C=Nc1ccc(C(F)(F)F)cc1
41: CCOC(=O)C1CCCN(C(=O)C2CCN(S(=O)(=O)c3c(C)noc3/C=C/c3ccccc3F)CC2)C1 (stereo not drawn)
42: O=C(NCC(=O)N1CCN(S(=O)(=O)c2ccccc2F)CC1)c1ccc2c(c1)OCO2

compound no.	37	38	39	40	41	42
MsrA inh	0.5	0.8	-0.5	2.1	0.0	-0.6
Scp-1 inhibitor	-6	-2	.	-2	-11	1
TbMetRS inhib	-0.7	-0.4	0.3	-0.5	-0.4	0.1
NadD inh	1	1	3	14	-2	-3
LMPTP block	1.8	-2.5	0.9	-1.5	3.4	0.5
CSN inh	1	-2	-6	0	-4	-1
SUMO1 PPI mod	4	-2	-2	-3	-11	-1
Rpn11 inh	i	i	i	+	i	i
STEP inh	1	-2	-1	0	1	-1
DNMT1 block	3	1	9	-9	-4	-1

Compounds from the list above containing a Cl atom:
2: Cc1ccccc1NP1(=O)OCCCN1Cc1ccccc1Cl (stereo not drawn)
10: O=C(c1ccc(CS(=O)(=O)c2c(Cl)cccc2Cl)o1)N1CCCC1
14: CCOc1ccccc1C1CC(c2ccc(Cl)cc2)Nc2nc(N)nn21 (stereo not drawn)
17: CN(CC(=O)Nc1c(Cl)cccc1Cl)C(=O)c1ccc2ccccc2n1
23: O=C(COC(=O)c1cc(S(=O)(=O)N2CCCCC2)ccc1Cl)NC1CCCCC1
27: O=C(CSc1ccc(Cl)cc1Cl)N1CCC(c2nc3ccccc3s2)CC1
28: CC(=O)c1cnc2c(-c3ccc(Cl)cc3)cnn2c1C
31: O=c1cc(-c2ccccc2)c2cc(Cl)c(O)c(CN3CCOCC3)c2o1

compound no.	2	10	14	17	23	27	28	31
MsrA inh	0.9	-0.9	0.7	-0.3	0.4	0.6	0.5	1.2
Scp-1 inhibitor	-13	3	13	-4	.	-2	3	-1
TbMetRS inhib	-0.2	-0.3	0.5	0.1	-0.4	1.4	-1.2	-0.5
NadD inh	-4	4	9	-5	1	1	-2	-9
LMPTP block	-1.0	-1.8	-1.7	-1.1	0.2	7.4	-0.3	-0.5
CSN inh	-1	-3	1	2	-1	2	-5	6
SUMO1 PPI mod	-3	5	2	-1	3	8	-7	-33
Rpn11 inh	i	i	i	i	i	i	i	i
STEP inh	-4	-1	1	-4	-1	-1	0	-1
DNMT1 block	2	-1	-1	-3	0	-9	2	2

Screening data from PubChem.
